hERG protect: shields human hERG channel from block by proarrhythmic agents; Q12809; activation (rescue from dofetilide block), less the hit threshold, % at 10 µM; 0.51% of 310,000 active; CHO-hERG, FluxOR thallium flux, dofetilide IC70 present; AID 1511;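 active means activation above the mean of controls blocked by dofetilide plus 5 SD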;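 further: thallium influx through hERG after potassium depolarization seen as dye fluorescence rise; in these data hits start at about 4.7%; inactives centre near -7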
TMEM16A act: mouse TMEM16A channel activation, primary screen. HEK293 TMEM16A/YFP-H148Q/I152L, iodide quench fluorescence; hits give low values. B-score at 10 µM. 0.3% of 340,000 active;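 active means fluorescence-ratio B-score plate-corrected deviation score at least 3 library SD below zero, with starting fluorescence score within 5 deviations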;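 further: channel opened by trigger with iodide after compound preincubation; score built on the fluorescence ratio of max minus min over baseline; more negative score means more quench and so TMEM16A activation or potentiation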
KCNQ1 inh: inhibitors of human KCNQ1 potassium channel. P51787. 1.3% of 310,000 active. CHO-K1 KCNQ1, FluxOR thallium flux fluorescence; hits give high values. B-score at 10 µM;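 active means compounds whose thallium flux B-score, printed positive for inhibition, exceeds three library SD while starting fluorescence stays within three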;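 further: channel opened by potassium depolarization with thallium stimulus after 20 min compound exposure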
KCNK3 block: human KCNK3 channel inhibition, primary screen. 0.84% of 340,000 active. B-score at 10 µM. AID 602410. O14649. CHO-KCNK3 thallium flux, FluxOR fluorescence; hits give low values;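 active means B-score under library mean minus 4 SD, starting fluorescence ratio at most library mean plus 5 SD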;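 further: more negative B-score means stronger inhibition of thallium flux through KCNK3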
TMEM16A inh: blocks the mouse calcium-activated chloride channel TMEM16A; HEK293 TMEM16A/YFP iodide influx fluorescence, ionomycin; normalized B-score (activity score, 25-100; higher = stronger inhibition) at 10 µM; 1.2% of 310,000 active; AID 588511;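 active means ratio plate-corrected score three or more library SD toward inhibition, starting fluorescence score within five deviations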;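 further: score derived from kinetic fluorescence span divided by baseline fluorescence per well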
RGS4 inh: inhibitors of human RGS4 | B-score at 10 µM | AID 463165 | HEK293 M3R/RGS4 inducible, Fluo-4 calcium flux; hits give high values; triggered by carbachol at its EC20 | P49798 | 0.45% of 310,000 active;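 active means B-score, a plate-corrected calcium signal, over three deviations above library mean, with baseline fluorescence within five deviations of library mean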;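 further: RGS4 expression induced by doxycycline in cells with stable M3 receptor; B-score is computed from the integrated fluorescence ratio over baseline after carbachol; higher B-score means a larger calcium signal and so more RGS4 inhibition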
Target sequence (P49798 whole entry, looked up): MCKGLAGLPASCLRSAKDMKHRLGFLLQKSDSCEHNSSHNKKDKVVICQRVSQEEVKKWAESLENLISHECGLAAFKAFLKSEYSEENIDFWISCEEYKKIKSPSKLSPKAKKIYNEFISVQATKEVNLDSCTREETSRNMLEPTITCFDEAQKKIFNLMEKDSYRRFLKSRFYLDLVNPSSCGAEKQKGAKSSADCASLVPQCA
KCNK9 inh: blocks the human KCNK9 two-pore domain potassium channel. Q9NPC2. HEK293 KCNK9, FluxOR thallium flux fluorescence; hits give low values. B-score at 10 µM. 1.2% of 310,000 active;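 active means ratio B-score over 3 SD below the library mean, with starting fluorescence within 5 SD of its mean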;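 further: negative B-score means less thallium flux so channel inhibition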
Target sequence (Q9NPC2 whole entry, looked up, the tested form may be a part): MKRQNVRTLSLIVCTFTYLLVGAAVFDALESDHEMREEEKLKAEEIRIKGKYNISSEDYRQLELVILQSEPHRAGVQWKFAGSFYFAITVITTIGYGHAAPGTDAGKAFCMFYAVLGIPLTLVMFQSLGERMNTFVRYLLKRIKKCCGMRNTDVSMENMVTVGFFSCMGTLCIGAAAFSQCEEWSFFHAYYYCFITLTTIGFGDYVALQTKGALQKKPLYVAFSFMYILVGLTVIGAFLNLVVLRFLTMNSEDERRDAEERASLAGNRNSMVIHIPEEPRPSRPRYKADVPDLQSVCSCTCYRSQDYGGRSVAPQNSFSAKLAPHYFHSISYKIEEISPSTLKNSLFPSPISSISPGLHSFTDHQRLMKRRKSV
SKKanGAS inh: SKKanGAS growth inhibition | inhibition, % at 7.5 µM | S. pyogenes SKKanGAS, kanamycin growth, BacTiter-Glo, 6 h | 1.3% of 300,000 active;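 active means mean replicate score, as percent of positive control median, at least 50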;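 further: strain carries kanamycin resistance gene driven by streptokinase promoter and grows in 40 µg/ml kanamycin; loss of luminescence reflects streptokinase promoter inhibition or plain growth inhibition; 0% = median of DMSO wells and 100% = positive control at its reference dose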
HDAC3 inh: blocks human histone deacetylase 3; O15379; recombinant HDAC3, fluorogenic peptide/trypsin coupled, fluorescence; inhibition, % at 8.3 µM; 0.15% of 320,000 active; in the data active means inhibition above about 26%, passing the limit was not always enough
Target sequence (O15379 whole entry, looked up): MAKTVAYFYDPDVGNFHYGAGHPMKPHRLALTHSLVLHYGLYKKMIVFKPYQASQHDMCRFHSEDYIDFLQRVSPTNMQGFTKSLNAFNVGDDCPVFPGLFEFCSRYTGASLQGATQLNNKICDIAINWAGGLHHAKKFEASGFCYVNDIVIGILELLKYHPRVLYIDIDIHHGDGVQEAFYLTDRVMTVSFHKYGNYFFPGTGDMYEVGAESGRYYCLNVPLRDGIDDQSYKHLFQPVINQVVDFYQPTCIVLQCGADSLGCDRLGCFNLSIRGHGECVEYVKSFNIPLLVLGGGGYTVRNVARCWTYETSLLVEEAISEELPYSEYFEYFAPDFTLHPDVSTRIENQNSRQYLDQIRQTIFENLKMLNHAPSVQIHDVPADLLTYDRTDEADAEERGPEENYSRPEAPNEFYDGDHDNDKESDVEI
RGS4 pot: potentiators or activators of RGS4 | HEK293 M3R/inducible RGS4, carbachol calcium flux Fluo4; hits give low values | B-score at 10 µM | 0.92% of 310,000 active | AID 463111;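 active means B-score of the integrated calcium signal more than 4 SD below the library mean, with starting fluorescence not abnormally high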;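 further: negative B-score means reduced calcium response which marks RGS4 activation or potentiation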
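Detection: kinetic calcium fluorescence imaging with Fluo4-AM dye, 2 µM / Material: HEK293 cells with stable M3R and inducible RGS4 / Schedule: recording 10 s baseline at 1 Hz, 100 s post-agonist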
KCNQ1 pot: human KCNQ1 channel potentiation or activation. CHO-K1 KCNQ1, thallium flux FluxOR fluorescence; hits give high values. B-score at 10 µM. 0.35% of 310,000 active. AID 2648;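 active means fluorescence ratio B-score, a plate-corrected score, at least three library SD, with initial intensity B-score within 5 SD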
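System: Stable KCNQ1 CHO-K1 line | Incubation: 90 min dye loading and 20 min compound exposure, both at room temperature | Measure: Ratio B score | Medium: Assay buffer for compound exposure, DMSO matched across wells | Compound dosing: Single-concentration screen | Probe or stimulus: K+/Tl+ depolarizing stimulus | Measured by: Kinetic FluxOR fluorescence, 10 s baseline plus 110 s post-stimulus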
The depositor's hits bear a star; i = inactive; . = not tested or not shown.

canonical_smiles	hERG protect	TMEM16A act	KCNQ1 inh	KCNK3 block	TMEM16A inh	RGS4 inh	KCNK9 inh	SKKanGAS inh	HDAC3 inh	RGS4 pot	KCNQ1 pot
O=C1CC(N2CCC(c3nc4ccccc4o3)CC2)C(=O)N1c1ccc(Cl)c(C(F)(F)F)c1 (configuration not stated)	1	i	i	i	i	i	i	10	0	i	i
O=C(CCNC(=O)c1ccco1)Nc1ccc(Cl)cc1	-11	i	i	i	i	i	i	-6	-3	i	i
O=C(COC(=O)c1n[nH]c2ccccc12)NC(=O)NC1CCCCC1	-5	i	i	i	i	i	i	0	0	i	i
Clc1cc(Cl)cc(Nc2ncn[nH]2)c1	-7	i	i	i	i	i	i	-1	2	i	i
O=C1CSC(=S)N1c1cccc(O)c1	-5	i	i	i	i	i	i	-2	0	i	i
CCOC(=O)N1CCN(S(=O)(=O)c2ccc(F)c(C(=O)Nc3cc(C)cc(C)c3)c2)CC1	-10	i	i	i	i	i	i	4	-3	i	i
O=c1c2ccccc2nc2n1C(CSc1ccc(F)cc1)CS2 (configuration not stated)	-5	i	i	i	i	i	i	12	8	i	i
CC(C)NC(=O)c1ccccc1NC(=O)Cc1ccc(Br)cc1	-12	i	i	i	i	i	i	1	-7	i	i
Cc1oc(-c2cc(F)cc(F)c2)nc1CN1CCN(C(=O)c2ccco2)CC1	-3	i	i	i	i	i	i	-7	-1	i	i
c1ccc(-c2ccc3c(n2)CCCO3)cc1	-4	i	i	i	i	i	i	-2	0	i	i
C=C(C)Cc1c(C)c(C#N)c2nc3ccccc3n2c1N1CCCCC1	-1	i	i	i	i	i	i	12	-2	i	i
Cc1ccc[n+](CC(=O)Nc2c(Cl)cc(Cl)cc2Cl)c1	3	i	i	i	i	i	i	0	-10	i	i
CCOC(=O)c1ccc(-n2c(=S)sc3c(=O)[nH]c(C)nc32)cc1	-2	i	i	i	i	i	i	12	15	i	i
Clc1ccccc1Nc1nc(-c2cccnc2)cs1	-10	i	i	i	i	i	i	3	-3	i	i
CC1(C)CC(C(CCN(Cc2ccccc2)C(=O)c2ccco2)c2ccc(F)cc2)CCO1 (configuration not stated)	-13	i	i	i	i	i	-10*	7	-2	i	i
Cc1ccc2cc(CCNS(=O)(=O)c3ccc(Cl)cc3)c(=O)[nH]c2c1C	-10	i	i	i	i	i	i	0	2	i	i
CCC(=O)N(CCc1ccccc1)Cc1cc2cc3c(cc2[nH]c1=O)OCO3	-11	i	i	i	i	i	i	-1	-1	i	i
COc1ccc(-c2oc3ccccc3c(=O)c2OC(C)=O)cc1	4	i	i	i	i	i	i	16	-92	i	41*
Cc1ccc(N(CC(=O)NC2CCCCC2)C(=O)Cn2nnc(-c3ccc(C)o3)n2)cc1	-12	i	i	i	i	i	i	3	9	i	i
CCCN1CCN(CC(=O)Nc2nc3ccccc3s2)CC1	0	i	i	i	i	i	i	0	1	i	i
N#CCSc1nc2ccccc2c(=O)n1CC1CCCC1	-17	i	i	i	i	i	i	15	3	i	i
NS(=O)(=O)c1ccc(Nc2ncccc2[N+](=O)[O-])cc1	4.6*	i	i	i	i	i	i	-12	-1	i	i
O=C(NN=c1c(=O)c2ccccc2c1=O)c1ccccc1	-8	i	i	i	i	i	i	5	0	i	i
CCNC(=S)N(Cc1cc2cc(C)c(C)cc2[nH]c1=O)C1CCCC1	-10	i	i	i	i	i	i	-10	-1	i	i
CCC(=O)Nc1cccc(NC(=O)c2ccc(C)c([N+](=O)[O-])c2)c1	-22	i	i	i	i	i	i	-2	0	i	i

3 entries already listed, arranged by molecular weight, smallest number first:
canonical_smiles	hERG protect	TMEM16A act	KCNQ1 inh	KCNK3 block	TMEM16A inh	RGS4 inh	KCNK9 inh	SKKanGAS inh	HDAC3 inh	RGS4 pot	KCNQ1 pot
O=C1CSC(=S)N1c1cccc(O)c1	-5	i	i	i	i	i	i	-2	0	i	i
Clc1ccccc1Nc1nc(-c2cccnc2)cs1	-10	i	i	i	i	i	i	3	-3	i	i
Cc1ccc[n+](CC(=O)Nc2c(Cl)cc(Cl)cc2Cl)c1	3	i	i	i	i	i	i	0	-10	i	i

Later entries
canonical_smiles	hERG protect	TMEM16A act	KCNQ1 inh	KCNK3 block	TMEM16A inh	RGS4 inh	KCNK9 inh	SKKanGAS inh	HDAC3 inh	RGS4 pot	KCNQ1 pot
CC(OC(=O)CCN=C1NS(=O)(=O)c2ccccc21)C(=O)c1ccccc1 (configuration not stated)	-11	i	i	i	i	i	i	36	2	i	i
CN(C)S(=O)(=O)c1ccc(Cl)c(NC(=O)CN2CCC(Cc3ccccc3)CC2)c1	-15	i	i	i	i	i	i	8	3	i	i
N#Cc1ccc(C(=O)NC2=NCCS2)cc1	2	i	i	i	i	i	i	1	-4	i	i
Cc1ccccc1-c1nc(Cc2ccccc2)no1	-4	i	i	i	i	i	i	36	1	i	i
COc1ccc(OCC(=O)Nc2nccs2)cc1	-17	i	7*	i	i	i	i	7	-3	i	i
CC(=O)Nc1ccc(OCCOc2ccc(/C=C3\C(=N)N4N=C(C(C)C)SC4=NC3=O)cc2)cc1	1	i	i	i	i	i	i	2	9	i	i
C/C(=N\N1CCN(c2ccccc2)CC1)c1ccccc1O	-12	i	i	i	i	i	i	-2	13	i	i
COc1cc(/C=N/N(C)C)ccc1OC(=O)c1ccco1	4	i	i	i	i	i	i	-1	15	i	i
CCOC(=O)c1cc2cc(CC(=O)c3ccc(OCC)cc3O)ccc2o1	-5	i	i	i	i	i	i	1	0	i	i
CN(C)S(=O)(=O)c1ccc(Cl)c(NC(=O)COC(=O)[C@@H]2CCCN2C(=O)c2cccs2)c1	-11	i	i	i	i	i	i	-4	-12	i	i
COc1ccc(S(=O)(=O)N2CCOCC2)cc1NC(=O)COc1ccccc1OC	-2	i	i	i	i	i	i	-7	6	i	i
Cc1cc2c(c(=O)n1C1CC1)C(c1cccc(Cl)c1)C(C#N)=C(N)O2 (configuration not stated)	-9	i	i	i	i	i	i	-1	-6	i	i
CCc1ccc(NC(=O)C(=O)c2cn(CC(=O)N3CCCCC3)c3ccccc23)cc1	-14	i	i	i	i	i	i	14	-4	i	i
CC(OC(=O)COc1ccc(Nc2ccccc2)cc1)C(=O)N(C)c1ccccc1 (configuration not stated)	-12	i	i	i	i	i	i	0	-3	i	i
CC(=O)c1cnc2n(c1=O)CCS2	-8	i	i	i	i	i	i	-1	-3	i	i
Cc1cc(=O)n2nc(N3CCCC3C(=O)Nc3cccc(Cl)c3C)sc2n1 (configuration not stated)	-6	i	i	i	i	i	i	-1	3	i	i
O=C(COc1ccccc1[N+](=O)[O-])c1ccccc1	-8	i	i	i	i	i	i	-11	2	i	i
C#CCNC(=O)C1=C[C@H](c2ccc(C#C)cc2)C[C@H](OCc2ccc(CO)cc2)O1	-5	i	i	i	i	i	i	12	1	i	i
O=C(NCCCO)c1nnc(Cc2c(F)cccc2Cl)o1	-2	i	i	i	i	i	i	-3	-2	i	i
CN1C(=O)/C(=C/c2ccc(OCc3ccc(F)cc3)cc2)NC1=S	-4	i	i	i	i	i	i	-10	3	i	i
O=C(CSc1nccn1-c1ccc(Cl)cc1)Nc1ccc2c(c1)OCO2	-7	i	i	i	i	i	i	-1	6	i	i
O/N=C1/C2C3C(Br)C4C5CC(C1C53)C24 (configuration not stated)	-3	i	i	i	i	i	i	-2	4	i	i
Cn1c(CNC(=O)c2ccc(Cl)cc2)nnc1SCC(=O)NC1=NCCS1	-5	i	i	i	i	i	i	-2	3	i	i
O=C(CN1C(=O)NC2(CCCC2)C1=O)OCCOc1ccc(F)cc1	-13	i	i	i	i	i	i	-3	1	i	i
CC(=O)NS(=O)(=O)c1ccc(NC(=O)c2cc(-c3ccc(C)cc3)nc3ccccc23)cc1	-14	i	i	i	i	i	i	16	4	i	i
COC(=O)CSc1nnc(-c2cccnc2)n1-c1cc(OC)cc(OC)c1	-10	i	i	i	i	i	i	-10	-9	i	i
COc1ccc(-c2cc(=O)oc3cc(OCC(=O)Nc4ccccn4)ccc23)cc1	-7	i	i	i	i	i	i	3	-2	i	i
Cc1ccc2nc(SCC(=O)NCc3cccs3)[nH]c2c1	-14	i	i	i	i	i	i	-12	5	i	i
O=C(CCl)N1N=C(c2ccco2)CC1c1cccs1 (configuration not stated)	-14	i	i	i	i	i	i	-8	-4	i	i
Cc1ccc(NC(=O)c2sc(Cl)nc2C)c(C)c1	-7	i	i	i	i	i	i	5	-2	i	i
CC(=O)Nc1nonc1-c1nc2ccccc2n1Cc1ccccn1	-4	i	i	i	i	i	i	0	1	i	i
CCOC(=O)C1CCN(C(=O)CSc2nccc(C)n2)CC1	-5	i	i	i	i	i	i	9	-5	i	i
Cc1ccc(NC(=S)NNC(=O)c2ccc(N3CCOCC3)c([N+](=O)[O-])c2)cc1Cl	-7	i	6*	i	25*	i	i	22	3	i	i
Cc1cc(C(=O)NCc2ccc3c(c2)OCO3)ccc1[N+](=O)[O-]	-7	i	i	i	i	i	i	4	-3	i	i
CCOCCCNC(=O)CCC(=O)NNc1nc2ccccc2c2nc(-c3ccccc3)nn12	-19	i	i	i	i	i	i	13	.	i	i
O=C(N/N=C/c1cc(O)ccc1Br)c1cccnc1	-19	i	i	i	i	i	i	111*	-2	i	i
CCOCCCNC(=O)c1cc2c(-c3ccc(Cl)cc3)nn(C)c2s1	-1	i	i	i	i	i	i	-2	-7	i	i
O=C(NCc1cccnc1)c1ccc2c(=O)n(CCCN3CCCC3=O)c(=S)[nH]c2c1	-16	i	i	i	i	i	i	7	-8	i	i
CCOC(=O)C1=C(C)N=c2s/c(=C\c3ccc(OC(C)=O)cc3)c(=O)n2C1/C=C/c1ccccc1 (configuration not stated)	-12	i	i	i	i	i	i	4	8	-11*	i
CC1c2cc3c(cc2CCN1C(=O)c1cccc(F)c1)OCCCO3 (configuration not stated)	-12	i	i	i	i	i	i	-6	6	i	i
NC(=O)c1ccc(NC(=O)C2CC2)cc1	-7	i	i	i	i	i	i	9	-2	i	i

Screening results (PubChem BioAssay)
